Bioassay records from PubChem BioAssay.
pAkt inh = Akt phosphorylation inhibition. Neuro2A IGF-stimulated pAkt S473 HTRF, 20 min; hits give low values. activity change, % for hits at 50 µM. actives 0.32% (n = 360,000). AID 651550; in the data active means activity change below about -80%; inconclusive means mostly about -51% to -80%; further: on the % scale 0 is the no-effect control and ±100 the full control effect
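Neuro2A cells (4,500/well, DMEM with 0.5% FBS) were treated with compound at a single 50 µM final concentration, stimulated with 6 nM IGF for 20 min at 37 °C, and lysed. Phospho-Akt Ser473 was read by HTRF as 665/615 ratio ×10^4.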
Mm-Cpn inhibitor = inhibitors of Methanococcus maripaludis chaperonin (MmCpn); Potency, µM (top dose mostly 76.9 µM), without a hit: top-dose activity, negative = inhibition, actives largely listed as inhibitors; actives 0.031% (n = 330,000); AID 504842; purified Mm-Cpn ATPase, ADP Transcreener TR-FRET; further: potency means the concentration at half of the fitted maximal effect; on the % scale 0 is the no-effect control and ±100 the full control effect; nearly all actives have a fitted effect of over 80% in size
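ATPase read-out: TR-FRET ADP immunoassay (anti-ADP Eu cryptate vs ADP-d2), ex 320 nm, em 590/665 nm; signal drops as ADP forms. Enzyme 25 nM, ATP 10 uM, 30 min at 37°C after 10 min compound preincubation.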
S2 tox = viability counter-screen for ATXN expression inhibitors | S2 cells (HEK-293 line with an ATXN2-luciferase reporter) viability, CellTiter-Fluor protease fluorescence, 24 h | Potency, µM (top dose mostly 56.7 µM), usual class: cytotoxic | actives 0.49% (n = 400,000); further: potency means the concentration at half of the fitted maximal effect; nearly all actives have a fitted effect of over 40% in size
TGFb SMAD3 inh = inhibitors of TGF-b signaling; HepG2 CAGA-GFP TGF-b/SMAD3 reporter, GFP fluorescence, 18 h; TGF-beta stimulated, 500 pg/mL final; Potency, µM (series often up to 46.1 µM), for the others: at the top dose activity, negative = inhibition, most hits filed as inhibitors; actives 1.2% (n = 410,000); further: potency means the concentration at half of the fitted maximal effect; on the % scale 0 is the no-effect control and ±100 the full control effect; nearly all actives have a fitted effect of over 65% in size
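Using HEPG2 CAGA-GFP reporter cells at 1000 cells/well, we pinned test compounds, stimulated with recombinant TGF-beta (500 pg/mL final) and measured total well GFP after 18 h.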
Nrf2 activator = Nrf2 pathway activation | AREc32 ARE-luciferase reporter (MCF7-derived line), luminescence, 24 h | Potency, µM (top dose mostly 46.1 µM), without a hit: at the top dose activation, most hits filed as activators | actives 0.31% (n = 410,000) | AID 624171; further: potency means the concentration at half of the fitted maximal effect; % of control where 0% means no effect; nearly all actives have a fitted effect of over 65% in size
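Steps: seed AREc32_Fluc cells (1000/well, 5% FBS OPTI-MEM); incubate overnight at 37 deg C; add 23 nL compound; incubate 24 hr; add Steady-Glo; hold 30 min RT; read luminescence.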
CCT chaperon mod = cytosolic chaperonin activity modulation. purified chaperonin ATPase assay, HTRF ADP detection, 30 min. activity change, % (no concentration beside the values), hits read low. actives 0.3% (n = 360,000); in the data active means activity change below about -30%; further: on the % scale 0 is the no-effect control and ±100 the full control effect
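Enzyme 40 or 20 nM (batch-dependent) in Tris pH 7.4/KCl/MgCl2/DTT; cpd 76 uM single point; ATP 10 uM; 30 min 37 °C; Transcreener ADP HTRF detection, 30 min RT; ratio 665/615.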
Nrf2 inh = Nrf2 pathway inhibition; A549 ARE-Fluc reporter, luciferase luminescence, 18-24 h; Potency, µM (doses to about 46 µM), without a hit: at the top dose activity change, negative = inhibition, actives largely listed as inhibitors; actives 2.1% (n = 360,000); AID 504444; further: potency means the concentration at half of the fitted maximal effect; on the % scale 0 is the no-effect control and ±100 the full control effect; nearly all actives have a fitted effect of over 60% in size
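Concentration-response testing used A549 ARE_Fluc cells at 5000 cells/well. Following an 18-24 h compound incubation, viability was read by fluorescence (Ex 405/Em 525) and luciferase output by luminescence.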
HepG2 viability = HepG2 cytotoxicity, counter-screen for TGF-b inhibitors | HepG2 CAGA-GFP viability, ATP luminescence, 18 h | Potency, µM (series often up to 46.1 µM), for the others: at the highest dose activity change, negative = cytotoxicity, actives largely listed as cytotoxic | actives 0.76% (n = 410,000) | AID 588856; further: potency means the concentration at half of the fitted maximal effect; some results filed as inactive show a strong effect at the top dose
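CellTiter-Glo luminescence gave cytotoxicity after 18 hours at 37 degrees C. The cells were HepG2 CAGA-GFP in 1% FBS DMEM, stimulated with 500 pg/mL TGF-beta after compound addition. %Activity was normalised to no-cell wells (complete cell-killing) and DMSO (no toxicity), and curves were fitted and classified.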
A549 viability = A549 cytotoxicity, counter-screen for Nrf2 inhibitors. A549 ARE-Fluc cells, CellTiter-Fluor viability, 18-24 h. Potency, µM (series often up to 46 µM), inactives show at the top dose activity change, negative = cytotoxicity, usual class: inhibitors. actives 0.16% (n = 390,000); further: potency means the concentration at half of the fitted maximal effect; on the % scale 0 is the no-effect control and ±100 the full control effect
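A549 ARE_Fluc cells in 5% FBS OPTI-MEM were exposed to compounds in concentration-response for 18-24 h at 37 deg C. Viability was read by CellTiter-Fluor fluorescence (Ex 405/Em 525) after 30 min, before the luciferase read.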
* = called active by the depositor; i = inactive; ? = inconclusive; nt = no result given; & = joins results of further samples; [ ] = another dose, or the depositor's remark. Unless noted, the call rests on the fitted dose curve; in most records, active means well fitted curve in the direction sought with a large enough effect; inconclusive means small, poorly fitted or top-dose-only effect, or another doubt; inactive means no such curve, though single readings can be large; an effect the other way counts as inactive or inconclusive.

entry	Compound	Nrf2 inh	HepG2 viability	A549 viability	CCT chaperon mod	TGFb SMAD3 inh	pAkt inh	S2 tox	Nrf2 activator	Mm-Cpn inhibitor
1	COc1ccc(NC(=O)C2=CC(c3cccs3)=NS(=O)(=O)N2C)cc1	?	-17.1%&-25.6%	-10.4%&6.0%	-1.4	8.8%&-23.8%	i	?	-2.2%&-0.1%	0.1%
2	COc1cccc(C2CC(=O)Nc3cc4c(cc32)OCCO4)c1OC(C)C (stereo not drawn)	-17.1%	-4.0%	-7.2%	1.1	-20.0%	i	i	-0.4%	0.6%
3	CCOc1ccc(C(CC(=O)Nc2ccc(C(=O)OC)cc2)N2Cc3ccccc3C2=O)cc1OC (stereo not drawn)	35.3%	0.4%	0.9%	nt	3.5%	nt	i	0.1%	nt
4	Cc1ccc(S(=O)(=O)N2[C@@H](c3cccc(C)c3)C(C(=O)O)=C[C@H]2CC2CCCC2)cc1	-7.7%	-11.8%	-4.7%	1.5	9.2%	i	i	-0.6%	1.7%
5	O=C(CSCCc1ccccn1)Nc1ccc(Br)cn1	-2.3%	-4.2%	-3.9%	-5.4	1.2%	i	i	0.2%	0.8%
6	COc1cccc(NC(=O)COc2cc(O)c3c(c2)OC(C)(C)CC3=O)c1	-7.7%	-23.0%	-7.4%	-2.5	-22.2%	i	i	7.3%	2.1%
7	CCC(/C=N/NC(=O)c1ccccc1F)CC	0.2%	-4.1%	-3.7%	0.6	3.8%	i	i	3.6%	1.5%
8	CC(=O)N1C2=CCCC3CCCCC23c2ccccc21 (stereo not drawn)	5.0%	-8.0%	11.5%	-0.2	-5.6%	i	i	-0.4%	nt
9	COc1ccc(N2Cc3cccc(C(=O)NC(C)CCc4ccco4)c3C2=O)cc1 (stereo not drawn)	-11.3%	-0.7%	-13.2%	-0.3	2.1%	i	i	0.6%	-4.9%
10	CS(=O)(=O)N(CC(=O)N1CCOCC1)c1cc(Cl)ccc1Cl	-3.5%	-0.7%	-0.9%	-1.5	-5.7%	i	i	0.4%	-2.1%
11	O=C(O)c1ccccc1C(=O)NNc1ccc(F)cc1	1.1%	4.7%	-4.7%	-0.6	10.2%	i	i	-0.7%	1.5%
12	Cc1ccc(NC(=O)c2oc3ccccc3c2NC(=O)c2ccc3c(c2)OCO3)cc1	nt	7.7%	-4.2%	0.8	27.0%	nt	i	0.1%	-1.5%
13	COc1ccc(CNc2nccn3ccnc23)cc1	nt	1.1%	nt	-0.2	47.6%	i	i	0.6%	nt
14	CCCn1c2ccccc2c2cnn(CC(=O)NCCCN(CC)c3ccccc3)c(=O)c21	?	-34.6%	0.4%	nt	?	nt	nt	-0.8%	nt
15	O=C(CN1CCN(C(=O)c2cncn2-c2ccc(F)cc2)CC1)Nc1ccccc1C(F)(F)F	19.2%	-3.6%	-2.4%	1.3	22.0%	i	i	-0.5%	0.1%

The closing 2 entries of the part before lead into the next.
entry	Compound	Nrf2 inh	HepG2 viability	A549 viability	CCT chaperon mod	TGFb SMAD3 inh	pAkt inh	S2 tox	Nrf2 activator	Mm-Cpn inhibitor
14	CCCn1c2ccccc2c2cnn(CC(=O)NCCCN(CC)c3ccccc3)c(=O)c21	?	-34.6%	0.4%	nt	?	nt	nt	-0.8%	nt
15	O=C(CN1CCN(C(=O)c2cncn2-c2ccc(F)cc2)CC1)Nc1ccccc1C(F)(F)F	19.2%	-3.6%	-2.4%	1.3	22.0%	i	i	-0.5%	0.1%
16	CCc1noc(C)c1C(=O)N1CCN(S(=O)(=O)c2ccccc2C(F)(F)F)CC1	1.6%	-13.9%	-2.6%	-0.7	-16.3%	i	i	0.2%	-0.2%
17	Cc1ccc(C)c(OCCC(=O)OCC(=O)NC2CCS(=O)(=O)C2)c1 (stereo not drawn)	10.6%	1.9%	-12.7%	0.0	-2.8%	i	i	-1.1%	3.0%
18	CCC(C)NCCCOc1ccc(C)cc1OC (stereo not drawn)	0.2%	-7.8%	-0.1%	-2.9	15.0%	i	i	-0.1%	-0.3%
19	CNC(=S)N(CCc1c(C)[nH]c2ccc(C)cc12)Cc1ccc(OC)c(OC)c1	-27.5%	-29.5%	-9.8%	1.1	?	i	?	0.9%	0.2%
20	COc1cc(OC)cc(-c2nc(-c3ccc(Br)cc3)no2)c1	?	9.8%	-5.2%	0.4	10.5%	?	i	8.9%	-8.9%
21	CCc1ccccc1NC(=O)NCCN1CCCCC1	4.2%	-1.1%	6.5%	0.8	5.1%	i	i	-0.7%[9.22 µM]	0.7%
22	COc1cc(OC)cc(-c2cc3nc(C)c(CCC(=O)Nc4ccccc4OC)c(C)n3n2)c1	?	-34.0%	-2.8%	nt	?	nt	?	-1.3%	nt
23	COc1ccc(C(=O)OCc2ccccc2C#N)cc1S(=O)(=O)N1CCOCC1	nt	-10.6%	nt	-7.1	4.9%	i	i	0.3%	nt
24	CCc1ccc(NC(=O)C2C3CCC(O3)C2C(=O)O)cc1 (stereo not drawn)	2.9%	-5.4%	-0.1%	-0.4	-8.4%	i	i	3.1%	1.9%
25	COC(=O)C1=C(C(=O)OC)[C@@H]2N(C)c3ccc(OC)cc3[C@@]23C[C@@H](C(=O)OC)N(C(=O)c2ccco2)C3=N1	-10.8%	-11.8%	-7.0%	-1.0	-1.2%	i	i	-0.9%	nt
26	N#CC(C#N)=C1CCCc2sccc21	-11.4%	-28.4%	-3.0%	0.5	?	i	i	2.4%	nt
27	CCCSCC(=O)Nc1ncc2c(n1)-c1ccccc1CC2	?	-0.4%	-1.8%	-3.9	-3.5%	i	i	-0.2%	-6.3%
28	COc1ccccc1CN1C[C@@H]2C[C@@H](C3=Cc4cc(Cl)ccc4OC3)N3CCC[C@@]23C1=O	6.3%	-37.9%	?	-1.8	?	i	i	0.3%	1.0%
29	CCOC(=O)C1C(C(=O)OC)=C(c2ccc(OC)cc2)c2ccccc2N1S(=O)(=O)C(F)(F)F (stereo not drawn)	-10.6%	-19.7%	-3.2%	-0.7	?	i	?	0.5%	-3.5%
30	O=C1/C(=C\c2ccc(O)c(O)c2)Oc2c1ccc(O[C@@H]1O[C@H](CO)[C@@H](O)[C@H](O)[C@H]1O)c2O	-6.1%	-8.9%	?	nt	-6.3%	nt	nt	nt	nt
31	CCOc1ccc([C@@H]2CC=C(C(=O)O)CN2S(=O)(=O)c2ccc(C)cc2)cc1	-4.4%	5.6%	-13.8%	-2.0	3.8%	i	i	0.1%	1.7%
32	COc1ccc(NC(C)=O)cc1NC(C)C(=O)Nc1ccccc1F (stereo not drawn)	21.6%	-6.1%	-7.3%	0.7	-11.6%	i	i	0.2%	-5.5%
33	COc1cccc(N2CCN(C3C4CC5CC(C4)CC3C5)CC2)c1 (stereo not drawn)	?	-6.7%	8.5%	-0.1	?	i	i	2.1%	0.9%
34	Cc1cc(F)ccc1C(O)c1ncc(-c2cccc(F)c2)[nH]1 (stereo not drawn)	nt	-13.5%	nt	0.0	9.6%	i	i	0.4%[9.22 µM]	nt
35	c1cncc(-c2nc(NCc3ccc4c(c3)OCO4)c3ccccc3n2)c1	-17.3%	-31.1%	?	2.4	?	i	?	9.9%	-0.1%
36	CCOc1cc(C(=O)Nc2cccc(-c3nc4ccccc4o3)c2)cc(OCC)c1OCC	-6.3%	-19.0%	-1.3%	nt	0.9%	nt	i	0.8%	nt
37	CC(C)C(=O)Nc1ccc(NC(=O)c2ccc(COc3ccccc3)cc2)cc1	-6.4%	14.6%	-3.2%	1.9	?	i	i	0.4%	-1.7%
38	COC(=O)c1c(C(=O)OC)c2c(-c3ccccc3)cc3cccc1n32	nt	-20.3%	nt	-1.0	15.4%	i	nt	0.4%	nt
39	CC1CCCC(NC(=O)CCC(=O)NCc2ccccc2)C1C (stereo not drawn)	3.1%	-7.6%	-4.5%	-0.9	6.9%	i	i	-0.6%	0.1%
40	CCOC(=O)C1=C(O)/C(=C\c2cc(C)n(-c3ccccc3F)c2C)N=C1C	11.6%	-9.0%	-8.0%	-0.4	1.0%	i	i	7.3%	-4.3%
41	CC1(c2ccc3c(c2)OCCO3)NC(=O)N(CC(=O)Nc2ccccc2)C1=O (stereo not drawn)	2.2%	1.9%	-8.6%	1.8	-4.3%	i	?	-0.2%	0.6%
42	CSc1nc(C)cc(NC(N)=O)n1	-15.7%	-3.5%	-2.1%	0.7	-8.6%	i	i	0.2%	1.5%
43	CC(C(=O)O)N1C(=O)c2cccc3cccc1c23 (stereo not drawn)	-0.1%	-0.3%	-0.2%	-3.0	0.5%	i	i	-0.5%	-2.5%
44	O=C(CCNS(=O)(=O)c1ccc(Br)cc1)NCCc1ccccc1	0.3%	-6.0%	0.9%	1.0	-0.3%	i	i	-0.7%	-0.5%
45	O=C(Nc1cc(Cl)ccc1Oc1ccccc1)c1cnccn1	28.2%	6.9%	6.1%	0.3	4.5%	i	i	0.0%	3.1%

Sorted by number of heavy atoms (rising): three of the compounds above.
entry	Compound	Nrf2 inh	HepG2 viability	A549 viability	CCT chaperon mod	TGFb SMAD3 inh	pAkt inh	S2 tox	Nrf2 activator	Mm-Cpn inhibitor
45	O=C(Nc1cc(Cl)ccc1Oc1ccccc1)c1cnccn1	28.2%	6.9%	6.1%	0.3	4.5%	i	i	0.0%	3.1%
32	COc1ccc(NC(C)=O)cc1NC(C)C(=O)Nc1ccccc1F (stereo not drawn)	21.6%	-6.1%	-7.3%	0.7	-11.6%	i	i	0.2%	-5.5%
35	c1cncc(-c2nc(NCc3ccc4c(c3)OCO4)c3ccccc3n2)c1	-17.3%	-31.1%	?	2.4	?	i	?	9.9%	-0.1%
